# Screening results as filed in PubChem BioAssay.
# Eya2 inh: Eya2 (human) phosphatase inhibition. O00167. recombinant Eya2, OMFP fluorescence dephosphorylation (OMFP is methylfluorescein phosphate). Potency, µM (doses to about 76.9 µM), without a hit: at the top dose activity, negative = inhibition, hits mostly inhibitors. 330,000 tested, 0.006% active. AID 488837; note: potency is the fitted concentration of half-maximal effect; % is set by controls: 0 for no effect and ±100 for the full control effect
#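 Eya2 (0.2 uM) preincubated 10 min at ambient with compound, then OMFP substrate added at 50 uM; 10 min reaction in 50 mM HEPES pH 7.5, 50 mM NaCl, 5 uM MgCl2, 0.05% BSA, 1 mM DTT. Fluorescence read at Ex 485/Em 525 nm.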
# AT treatment: potential ataxia-telangiectasia treatment; […] A-T fibroblasts, KAP-1 phosphorylation AlphaLISA; neocarzinostatin DNA damage 30 min before lysis; Potency, µM (titrated, usually from 57.5 µM), for the others: at the highest dose activation, most hits filed as activators; 320,000 tested, 0.19% active; AID 485349; note: potency is the fitted concentration of half-maximal effect; % of control where 0% means no effect; nearly all actives have a fitted effect of over 45% in size
#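 hTERT-immortalized A-T patient fibroblasts ([…]), 500 cells/well in OPTI-MEM, 1% FBS, got compounds for 60 min, then NCS for 30 min at 37C. Lysates were then assayed for phospho-KAP-1 by AlphaLISA (anti-pKAP1 donor, anti-KAP1 acceptor beads), 6 hr at 25C.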
# ELG1 DNA repair: blocks ELG1-dependent DNA repair in HEK293T cells; HEK293T ELG1-luciferase reporter, luminescence, 16 h; DNA damage induced by 5-fluorouridine; AID 504467; Potency, µM (titrated, usually from 46.1 µM), inactives show at the highest dose activity change, negative = inhibition, usual class: inhibitors; 330,000 tested, 2.3% active; note: potency is the fitted concentration of half-maximal effect; % is set by controls: 0 for no effect and ±100 for the full control effect; nearly all actives have a fitted effect of over 55% in size
#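 DMSO vehicle served as the neutral condition. Each well held 2,000 cells given 5-fluorouridine plus compound; after 16 hr at 37 °C/5% CO2, ONE-Glo was added and luciferase measured 30 min later.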
# Mito fusion act: inhibitors of mitochondrial division or activators of mitochondrial fusion | Potency, µM (top dose mostly 46.1 µM), for inactives: at the top dose growth rescue (activation), most hits filed as activators | AID 485298 | S. cerevisiae fusion-defective mutant growth rescue, CellTiterGlo 48 h | 320,000 tested, 0.23% active;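 note: potency is the fitted concentration of half-maximal effect; % of control where 0% means no effect; nearly all actives have a fitted effect of over 45% in size; temperature-sensitive fusion mutants such as fzo1-1 at 37 °C on non-fermentable ethanol glycerol medium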
#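 Read-out: ATP-based luminescence (CellTiterGlo, 10 min ambient) reporting growth of fusion-defective ts yeast after 48 hours at 37C on glycerol/ethanol YPEG medium in the presence of compound.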
# TRPV1 agonist: agonists of human vanilloid receptor 1 (TRPV1). Q8NER1. TRPV1-expressing cells, Fluo-8 calcium influx, agonist mode. activation, % at 8.33 µM. 320,000 tested, 0.19% active. AID 540275; in the data active = activation above about 80%; inconclusive = between about 30% and that limit; note: 0% is about no effect
# Target sequence (Q8NER1 whole entry, looked up): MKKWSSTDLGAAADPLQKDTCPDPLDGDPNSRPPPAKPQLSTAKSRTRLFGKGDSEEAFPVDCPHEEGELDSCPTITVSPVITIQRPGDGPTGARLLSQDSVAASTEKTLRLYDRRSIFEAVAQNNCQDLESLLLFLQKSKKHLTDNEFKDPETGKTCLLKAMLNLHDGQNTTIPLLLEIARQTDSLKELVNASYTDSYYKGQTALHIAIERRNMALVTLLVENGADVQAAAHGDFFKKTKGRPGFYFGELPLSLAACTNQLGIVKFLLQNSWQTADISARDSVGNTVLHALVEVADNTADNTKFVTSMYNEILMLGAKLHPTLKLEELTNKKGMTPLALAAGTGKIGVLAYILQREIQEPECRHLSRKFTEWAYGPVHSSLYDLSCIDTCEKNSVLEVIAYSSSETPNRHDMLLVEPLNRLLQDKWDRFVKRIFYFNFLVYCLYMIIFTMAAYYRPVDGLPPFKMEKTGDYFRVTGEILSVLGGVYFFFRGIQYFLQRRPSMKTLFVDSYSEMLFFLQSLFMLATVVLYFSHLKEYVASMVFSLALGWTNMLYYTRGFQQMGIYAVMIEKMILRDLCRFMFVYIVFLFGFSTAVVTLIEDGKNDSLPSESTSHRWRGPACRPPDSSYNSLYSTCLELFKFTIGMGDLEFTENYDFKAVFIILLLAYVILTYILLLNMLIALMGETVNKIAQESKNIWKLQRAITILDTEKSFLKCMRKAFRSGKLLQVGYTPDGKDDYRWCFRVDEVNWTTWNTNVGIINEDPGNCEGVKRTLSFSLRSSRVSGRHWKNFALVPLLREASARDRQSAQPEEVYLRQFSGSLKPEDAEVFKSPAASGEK
#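 Cells expressing TRPV1 were dye-loaded with Fluo-8 and read kinetically: 10 s baseline, 3 min after compound (agonist portion), then 2 min after EC20 capsaicin (allosteric enhancer portion). Calcium-bound dye fluorescence at 480/520 nm.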
# KCNH2 3.1 inh: inhibitors of human KCNH2 3.1 potassium channel isoform; U2OS KCNH2 3.1, thallium flux FluxOr; active compounds read low; activity change, % (tested at about 1.8 µM); 340,000 tested, 0.95% active; AID 720553;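 active = maximum activity change below -70%; inconclusive = maximum activity change from -70% to -50%; inactive = maximum activity change above -50%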;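 note: thallium influx rate constant from kinetic fluorescence after stimulation buffer; % is set by controls: 0 for no effect and ±100 for the full control effect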
#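 We transduce U2OS cells with the mutant 3.1 virus, culture them overnight, load FluxOr with Red40 quencher for 45 min, then add stimulation buffer and read kinetically for 2 min to derive a normalized rate constant.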
# TCR act: activates T cell receptor signaling; 330,000 tested, under 10 active; AID 504894; Potency, µM (doses to about 9.22 µM), without a hit: at the top dose activation of IL-2 secretion, actives largely listed as activators; primary human leukocytes, anti-CD3, IL-2 HTRF, 48 h; note: % of control where 0% means no effect
#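 Primary human leukocytes incubated 48 hr with anti-CD3 beads plus compound, without co-stimulation. Secreted IL-2 measured by HTRF (europium cryptate/d2 anti-IL-2 pair, 320 nm excitation, 665 nm emission).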
# hERG WT inh: inhibitors of human wildtype KCNH2 potassium channel. AID 720551. activity change, % at 1.84 µM. 340,000 tested, 0.37% active. U2OS, BacMam KCNH2, thallium flux FluxOr; active compounds read low. Q12809;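 active = maximum activity change below -70%; inconclusive = maximum activity change between -70% and -50%; inactive = maximum activity change above -50%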; note: % is set by controls: 0 for no effect and ±100 for the full control effect
#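 U2OS cells transduced with wild-type KCNH2 virus are loaded with FluxOr dye for 45 min, and thallium flux is measured in kinetic reads before and after stimulation buffer. Rate constants are normalized to DMSO controls.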
# USP2a inh: blocks human ubiquitin-specific protease USP2a; Potency, µM (doses to about 38.3 µM), without a hit: at the top dose activity change, negative = inhibition, most hits filed as inhibitors; 330,000 tested, 0.01% active; AID 463254; USP2 core, Ub-CHOP2 coupled fluorogenic reporter, 485/531; O75604;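 note: potency is the fitted concentration of half-maximal effect; plate controls were DMSO wells for no effect and full inhibition by NEM control for full effect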
#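 Deubiquitinase activity read as fluorescence (485/531 nm) after Ub-CHOP2 cleavage activates the enterokinase reporter on its substrate; USP2 core 10nM, Ub-CHOP2 and substrate 25nM each, 30min compound preincubation then 60min RT; data normalized to NEM, curves fitted.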
# TSHR antag: antagonists of human thyroid stimulating hormone receptor | 330,000 tested, 0.2% active | P16473 | TSHR-expressing cells, TSH-stimulated cAMP HTRF, 2 h; active compounds read low | activity change, negative = inhibition, % at 11.5 µM;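 active = activity change below a set negative limit, meaning inhibition stronger than a set level, cut at about -70% in these data; inconclusive = activity change between two set negative limits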; note: % is set by controls: 0 for no effect and ±100 for the full control effect
#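 Cell-based HTRF cAMP assay; TSHR cells + compound, TSH EC80 (4nM final), 2 h, 37 deg C. Lysis with anti-cAMP cryptate and cAMP-d2, 30 min RT, read 665/620 nm.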
# Numbers without * were called inactive; ? = inconclusive; / = no result given; [ ] = dose if it differs, or a comment. Unless noted, calls come from the whole dose curve; as a rule, active = well fitted curve in the direction sought with a large enough effect; inconclusive = small, poorly fitted or top-dose-only effect, or another doubt; inactive = no such curve, though single readings can be large; an effect the other way counts as inactive or inconclusive.
SMILES	Mito fusion act	TSHR antag	AT treatment	Eya2 inh	TRPV1 agonist	KCNH2 3.1 inh	TCR act	ELG1 DNA repair	hERG WT inh	USP2a inh
CCC(CC)NC(=O)c1n[nH]c(=O)c2ccccc12	5%	14	10%	1%	0	5	/	3%	13	2%
Cc1ccc2nc(SCC(=O)Nc3ccc4c(c3)OCCO4)[nH]c2c1	-2%	6	/	-27%	27	-10	4%	1%	-4	4%
O=C(Nc1ccccc1NC(=O)c1ccc(F)cc1)c1ccc(F)cc1	-4%	7	0%	12%	-1	20	9%	-8%	3	1%
COc1cccc(CC(=O)Nc2ccc(S(=O)(=O)Nc3nc(C)cc(C)n3)cc2)c1	-2%	3	-4%	14%	2	3	7%	-9%	-22	6%
CCOc1ccc(-n2c(=S)sc3c(=O)[nH]c(SCC(=O)N4CCC(C)CC4)nc32)cc1	1%	-7	0%	12%	-3	1	6%	-10%	-4	-3%
CCc1nnc(NS(=O)(=O)c2ccc(NC(=O)CCC(=O)O)cc2)s1	2%	7	-4%	5%	-2	-4	-2%	3%	-11	-1%
Cc1cccc(-n2nc3c(c2NC(=O)c2cc4ccccc4o2)CS(=O)(=O)C3)c1	2%	-6	0%	-9%	0	/	-3%	6%	0	-2%
C#CC(CC)(CC)NC(=O)NC1CCCCC1	0%	-4	4%	4%	3	-9	9%	4%	-8	13%
COc1ccccc1NC(=O)c1ccccc1SC	4%	3	0%	14%	2	-5	2%	-13%	-5	0%
Cc1cc(C)cc(-n2nnc(C(=O)NCc3ccccc3)c2N)c1	4%	1	9%	-18%	1	-16	/	-20%	-7	0%
O=C(CC(=O)Nc1ccc(Cl)cc1Cl)Nc1ccc(Cl)cc1Cl	-7%	5	-3%	9%	-1	16	-3%	0%	-2	0%
COc1cccc(NC(=O)CN(C)C(=O)CC2CC3CCC2C3)c1 (stereo not drawn)	-4%	2	1%	3%	12	0	1%	10%	-4	0%
O=C(c1cc2nc(-c3ccc(F)cc3)cc(C(F)(F)F)n2n1)N1CCOCC1	0%	-7	5%	4%	1	-1	-2%	11%	5	0%
Nc1ncnc2c1ncn2[C@@H]1O[C@H](CNCc2ccc(OCC(=O)Nc3ccccn3)cc2)[C@@H](O)[C@H]1O	/	-1	6%	1%	/	-3	3%	?	2	1%
CC(C)CC(c1nnnn1Cc1ccco1)N1CCN(C2CCCC2)CC1 (stereo not drawn)	0%	2	-6%	-3%	7	5	-1%	1%	-3	0%
Cc1cc(=O)c(C(=O)O)cn1Nc1ccc(Cl)cc1	-2%	9	1%	13%	0	10	-4%	-4%	-1	1%
O=C(CSc1nc2ccc(NC(=O)CSc3nnnn3Cc3ccccc3)cc2s1)Nc1ccccc1	-2%	-15	-1%	-7%	1	-11	4%[46.1 µM]	4.6µM*	3	2%
COc1cccc2cc(C(=O)NCc3ccc(Cl)cc3)c(=O)oc12	1%	-6	7%	4%	-5	-2	-3%	8%	-4	0%
Cc1ccc(S(=O)(=O)N(Cc2ccc(F)cc2)C(=O)N2CCN(C)CC2)cc1	-4%	3	-6%	-4%	0	14	/	15%	13	2%
CCOC(=O)c1ccc(NC(=O)CCS(=O)(=O)c2ccc(Br)s2)cc1	2%	-8	3%	-10%	20	-3	-3%	-25%	-3	0%
COc1cc(C(=O)ON=C2C=C(C)C(=O)C(C)=C2)cc(OC)c1OC	4%	-2	0%	2%	11	4	-4%[46.1 µM]	?	2	1%
Cc1ccc(CNC(=O)C2CC(=O)N(CCC(C)C)C2)cc1 (stereo not drawn)	-1%	-4	-4%	20%	12	-1	2%	4%	27	4%
CCOC(=O)N1CCN(CC(=O)Nc2ccc(Oc3ccccc3)cc2)CC1	1%	-9	4%	-24%	10	2	4%	?	2	-1%
Cn1c(=O)c(=O)n(C)c2cc(S(=O)(=O)N3CCCC3C(=O)Nc3ccccc3F)ccc21 (stereo not drawn)	1%	4	5%	-4%	-2	-3	-1%	15%	3	1%
C=CC[C@@H](CC(=O)N[C@@H](CO)Cc1ccccc1)C(=O)N[C@@H](COC(=O)[C@H](CC=C)CC(=O)OC(C)(C)C)Cc1c[nH]c2ccccc12	/	0	-2%	-25%	/	-4	5%	?	-2	-1%
O=C(NCCN1CCNC1=O)C1CCC(=O)N(CCc2ccc(Cl)cc2)C1 (stereo not drawn)	3%	3	1%	-27%	-1	2	-8%	18%	-5	4%
Cc1ccc(C(=O)O)cc1NC(=O)CSc1nnc(-c2ccccc2F)n1C1CCCCC1	/	-20	1%	-6%	/	5	/	9%	0	2%
CCCOc1ccc(NC(=O)CC2C(=O)N(Cc3ccccc3)C(=S)N2Cc2cccs2)cc1 (stereo not drawn)	13%	-19	6%	6%	-6	3	-4%[46.1 µM]	?	-3	-9%
CC(NC(=O)COC(=O)/C=C/c1cccc(F)c1)c1ccccc1 (stereo not drawn)	/	/	17%	0%	/	-1	-7%	0%	-2	3%
CCOC(=O)Cc1nnc(NC(=O)C23CC4CC(CC(C4)C2)C3)s1	0%	8	4%	-11%	18	5	1%	-11%	-5	0%
COc1ccccc1NC(=O)C1=C(C)Nc2nnnn2C1c1cccc(Br)c1 (stereo not drawn)	-7%	-1	-3%	-22%	3	/	5%	-2%	-7	0%
COc1ccccc1N1CCN(C(=O)CN2C(=O)c3ccccc3S2(=O)=O)CC1	-1%	-2	5%	?	0	13	2%	-8%	-7	6%
Cc1ccc(S(=O)(=O)N2CCSC2)cc1C	0%	/	/	/	4	7	8%	/	-2	/
Cc1ccc(CSC2=NCCN2C(=O)c2ccco2)cc1	-3%	2	-2%	-14%	13	3	5%[46.1 µM]	11%	2	0%
Clc1nc(N2CCOCC2)ncc1Br	-2%	-7	-1%	-6%	4	8	2%	1%	-4	2%
COC(=O)c1c(NC(=O)COC(=O)Cn2cnc3ccccc32)sc2c1CCCC2	-3%	10	-4%	3%	11	-26	-2%[46.1 µM]	23%	-8	-1%
Cc1ccc(C)c2nc(SCC(=O)Nc3ccc4c(c3)OCO4)c(C#N)cc12	-2%	-3	-6%	3%	0	6	-5%	-8%	3	-5%
Cc1c(Cl)cccc1NC(=S)Nc1ccccn1	-12%	-3	1%	4%	1	-9	1%	4%	-30	0%
COc1ccc(N2C(=O)CC(N3CCN(c4ccc(C(=O)c5cccnc5)cc4)CC3)C2=O)cc1 (stereo not drawn)	-3%	-9	-2%	6%	2	4	3%	?	3	0%
CCCCNc1nc(-c2ccccc2)cc(C(F)(F)F)c1C(N)=O	?	14	1%	-5%	-3	-8	5%[46.1 µM]	-5%	3	1%
COc1ccc(CC(=S)N2CCOCC2)cc1OC	-28%	-5	12%	-9%	1	-16	-2%	9%	-3	6%
COc1ccc(NS(=O)(=O)c2ccc(NC(=O)Cc3cccs3)cc2)cc1	-1%	23	3%	-3%	-5	-3	-3%	-12%	-1	1%
CC12CCC(C(=O)NC3CCCC3)(CC1=O)C2(C)C (stereo not drawn)	1%	5	9%	-4%	2	-2	4%	10%	22	2%
CCOC(=O)c1c(C)[nH]c(C)c1S(=O)(=O)NCCN1CCN(c2cc(Cl)ccc2C)CC1	6%	-3	-1%	-5%	6	-12	1%	?	0	-1%
Cc1ccc(S(=O)(=O)Oc2cc(N)c3c(n2)CCC3)cc1	1%	-5	-7%	-14%	-2	1	-2%	16%	6	1%
Cc1ccc2ncc(NC(=O)c3ccc(F)cc3)c(=O)n2c1	1%	0	-4%	19%	14	33	7%	?	5	3%
CC(C)(C)NC(=O)CSc1ccc(C(C)(C)C)cc1	10%	-16	/	-16%	-3	-17	-4%[46.1 µM]	-5%	-10	1%
CC(OC(=O)c1ccc(-n2cnnn2)cc1)C(=O)Nc1ccc(F)c(F)c1F (stereo not drawn)	-4%	8	3%	-8%	4	-1	2%	2%	-1	2%
CC(C)N(C(=O)[C@H]1CC(CC(=O)NCC23CC4CC(CC(C4)C2)C3)C(=O)N2CCc3c([nH]c4ccccc34)[C@]12C)C(C)C (stereo partly drawn)	/	-5	-17%	-31%	/	-9	-1%	-14%	-1	-1%
CCOc1ccc(N2C(=O)CN=C2Nc2ccccc2Cl)cc1	0%	5	5%	9%	-6	3	-1%	-1%	-14	-1%
CC(=O)NC(c1ccco1)c1ccc2cccnc2c1O (stereo not drawn)	3%	-6	1%	-1%	-2	12	5%	?	7	1%
O=C(Nc1ccc(Oc2ccccc2)nc1)C1CCCCN1Cc1cccc(O)c1 (stereo not drawn)	0%	-15	4%	15%	4	1	0%	-28%	2	2%

# Not all compounds are listed; rates above refer to the full screens.
